# Compound activity deposited in PubChem BioAssay by several laboratories.
# MITF TRPM1 HTS: activators of MITF-driven TRPM1 promoter activity in SK-MEL-5 cells. SK-MEL-5 TRPM1-promoter luciferase, 24 h; % of positive control, neutral wells = 0. activation, % at 12.5 µM. actives 0.75% (n = 300,000). AID 588334;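 active means mean activation of at least 80% with every replicate also reaching 80%; inconclusive means mean reaches 80% but some replicate falls short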;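 further: 0% = neutral control wells and 100% = parthenolide positive control wells; values of inactives mirror those of a sister screen read the other way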
# PvdQ inh: P. aeruginosa PvdQ acylase inhibition; inhibition, % at 10 µM; actives 0.063% (n = 340,000); purified PvdQ acylase, fluorescence plate reader; AID 488965; in the data active means inhibition above about 30%, passing the limit was not always enough; inconclusive means no clear call, values can overlap the other calls;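 further: 0% = vehicle neutral wells and 100% = reference inhibitor wells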
# SR-BI uptake up: enhances SR-BI lipid uptake from DiI-HDL. CHO ldlA[mSR-BI] cells, DiI-HDL uptake fluorescence, 3 h; 100 = double the neutral-control signal. activation, % at 12.5 µM. actives 0.096% (n = 320,000). AID 504775;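 active means mean replicate activation of at least 60% and every replicate at or above 60%; inconclusive means mean or all-replicate condition met, but not both; inactive means mean below 60% and not all replicates reaching 60%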;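 further: 0% = median plate neutral-control signal and 100% = twice that signal; values of inactives mirror those of a sister screen read the other way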
#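 Material: SR-BI-overexpressing, LDLR-lacking CHO cells | Dosing: Single compound concentration, delivered by pin transfer | Probe or stimulus: Labelled HDL, 10 µg/mL | Signal: Bottom-read cell fluorescence after medium removal, ex 550/em 595 nm | Schedule: 3 h, 37 °C | Evaluation: HDL uptake via cellular fluorescence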
# dFosB activator: enhances mouse delta FosB homodimer DNA binding; activation, % at 25 µM; purified delta FosB, TAMRA-CDK5 oligo fluorescence polarization; percent of positive-control signal above neutral wells; actives 0.99% (n = 340,000);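 active means mean activation above about 17%, with every replicate also reaching it, limit read from the data, passing the limit was not always enough; inconclusive means only one of the two conditions met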;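 further: fluorescence polarization rise as delta FosB binds a TAMRA Cdk5 AP-1 oligo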
# Target sequence (P13346 whole entry, looked up): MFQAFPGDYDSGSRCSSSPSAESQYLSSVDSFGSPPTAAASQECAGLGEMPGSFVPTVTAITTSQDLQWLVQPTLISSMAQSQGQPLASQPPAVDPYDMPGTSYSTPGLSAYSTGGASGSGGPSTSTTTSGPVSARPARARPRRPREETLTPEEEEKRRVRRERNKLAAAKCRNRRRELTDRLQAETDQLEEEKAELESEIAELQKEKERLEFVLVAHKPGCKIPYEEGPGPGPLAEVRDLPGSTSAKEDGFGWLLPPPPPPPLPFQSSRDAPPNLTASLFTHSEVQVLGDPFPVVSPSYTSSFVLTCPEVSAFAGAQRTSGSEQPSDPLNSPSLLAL
# SR-BI DiI inh: mouse SR-BI HDL lipid transfer inhibition. inhibition, % at 12.5 µM. Q61009. ldlA[mSR-BI] CHO cells, DiI-HDL uptake fluorescence, 3 h. AID 488896. actives 0.96% (n = 320,000);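 active means mean replicate inhibition of at least 70% and a set share of replicates each scoring 70 or more; inconclusive means meets just one of the two criteria; inactive means fails both criteria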;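 further: 0% = median of neutral control wells and 100% = median of positive control wells; values of inactives mirror those of a sister screen read the other way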
# Rtt109 HAT inh: inhibitors of Candida albicans Rtt109/Vps75 histone acetyltransferase; purified Rtt109/Vps75, ThioGlo CoA-SH fluorescence, 4 h; actives 0.16% (n = 330,000); Q5AAJ8; inhibition, % at 34.9 µM;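 active means inhibition of at least 50% in every replicate; inconclusive means best replicate reaches 50% inhibition but some replicates fall short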
# Target sequence (Q5AAJ8 whole entry, looked up): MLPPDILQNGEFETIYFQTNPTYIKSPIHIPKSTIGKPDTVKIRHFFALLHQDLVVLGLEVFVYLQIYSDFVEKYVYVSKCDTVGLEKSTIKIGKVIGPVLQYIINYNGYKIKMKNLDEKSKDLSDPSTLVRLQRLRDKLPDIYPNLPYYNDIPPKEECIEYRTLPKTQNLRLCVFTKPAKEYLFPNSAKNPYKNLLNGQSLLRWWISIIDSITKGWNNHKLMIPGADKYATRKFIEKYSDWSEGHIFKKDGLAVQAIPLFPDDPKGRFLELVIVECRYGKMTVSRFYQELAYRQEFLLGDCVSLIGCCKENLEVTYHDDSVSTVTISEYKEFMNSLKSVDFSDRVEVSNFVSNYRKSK
# RTF Ca sens act: increases calcium sensitivity of human cardiac regulated thin filaments; IANBD-labeled TnC RTF fluorescence at EC20 calcium; 0% EC20 calcium, 100% full calcium; P19429+P45379; AID 493008; actives 0.24% (n = 340,000); activation, % at 7.2 µM;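 active means activation above the mean over all tested compounds plus 3 SD, cut at about 30% in these data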;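 further: rise in fluorescence read as greater calcium sensitivity of cardiac thin filaments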
# CDK5 inh: inhibitors of human CDK5/p35 kinase; Q00535+Q15078; Recombinant CDK5/p35, ADP-Glo luminescence, 60 min; inhibition, % at 10 µM; actives 0.01% (n = 330,000);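 active means highest replicate inhibition of at least 50% and at least 75% of replicates reaching 50%; inconclusive means only one of the two criteria met; inactive means both criteria failed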;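 further: plate controls were DMSO neutral control for no effect and GW8510 at 10 µM for full effect; many of its hits are not listed in these tables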
# HTR5A ag: counter-screen for OPRM1-OPRD1 agonists: human HTR5A agonism | P47898 | HTR5A agonist assay, luminescence, cell-based | activation, % at 9.3 µM | actives 0.61% (n = 340,000) | AID 504692; in the data active means activation mostly above about 9.5%, no sharp cut-off; inactive means mostly below about 7.6%;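 further: 0% = cells with vehicle only and 100% = reference agonist; strong numbers were not always called active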
# Target sequence (P47898 whole entry, looked up): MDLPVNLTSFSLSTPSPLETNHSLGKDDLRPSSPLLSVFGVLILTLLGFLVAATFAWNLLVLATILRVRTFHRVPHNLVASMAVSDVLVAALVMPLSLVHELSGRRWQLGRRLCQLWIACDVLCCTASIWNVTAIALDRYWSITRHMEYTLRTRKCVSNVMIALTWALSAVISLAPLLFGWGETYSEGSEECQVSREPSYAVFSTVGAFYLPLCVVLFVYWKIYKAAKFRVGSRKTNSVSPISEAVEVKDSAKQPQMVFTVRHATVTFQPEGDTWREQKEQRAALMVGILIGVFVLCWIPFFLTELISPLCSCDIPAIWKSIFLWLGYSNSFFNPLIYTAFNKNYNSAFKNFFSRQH
# Wnt bcat act: activators of Wnt/beta-catenin signaling; Wnt/beta-catenin reporter cell assay, activator, plate reader; activation, % at 9.35 µM; actives 1.2% (n = 300,000); AID 743398; in the data active means activation above about 30%, passing the limit was not always enough; inconclusive means no clear call, values can overlap the other calls;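 further: 0% = neutral control wells and 100% = positive control wells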
# An asterisk follows results filed as active; ? = inconclusive; · = not tested or not shown. Compounds as they come. Share with any hit: about 4.4%.
SMILES,MITF TRPM1 HTS,PvdQ inh,SR-BI uptake up,dFosB activator,SR-BI DiI inh,Rtt109 HAT inh,RTF Ca sens act,CDK5 inh,HTR5A ag,Wnt bcat act
CC(/C=N/NC(=O)c1cc(C(C)C)[nH]n1)=C\c1ccccc1,2.4,7.7,-12.2,0.9,12.2,14.3,-2.2,1.7,3.6,0.3
Cc1ccc(/C=C/C(=O)OC(C)C(=O)Nc2ccc(Cl)cn2)o1 (stereo unspecified),5.9,-8.5,-21.5,-16.3,21.5,-9.7,0.4,0.3,1.0,2.2
CCc1ccccc1OCC(=O)Nc1cccc(S(=O)(=O)NC2=NCCC2)c1,13.8,-17.6,4.9,-0.7,-4.9,-5.7,-0.4,0.5,5.1,2.1
O=C1Nc2ccc([N+](=O)[O-])cc2OC1CCN1CCCC1 (stereo unspecified),1.0,-15.0,1.4,7.9,-1.4,-1.7,-0.9,1.7,1.7,-0.6
COC(=O)c1cc2c(=O)c3ccccc3oc2nc1C,·,-9.9,6.7,-3.0,-6.7,-1.9,0.1,0.2,-5.0,20.4
CC(=O)Nc1cccc(S(C)(=O)=O)c1,-4.8,-14.7,20.7,-7.1,-20.7,1.6,1.0,-6.0,4.9,-1.5
CCC(CC)c1nnc(NS(=O)(=O)Cc2ccccc2)s1,1.0,-4.6,8.3,-0.4,-8.3,-8.8,-2.4,-0.4,0.6,0.4
Cc1csc(SCc2ccc(C(=O)O)cc2)n1,·,-9.0,-3.3,-1.1,3.3,-1.6,2.9,4.1,-2.6,·
CCN1C(=O)C(C)S/C1=N\S(=O)(=O)c1ccc(F)cc1 (stereo unspecified),-2.9,-3.8,18.0,1.3,-18.0,-1.9,-7.4,-1.0,-3.5,·
COc1ccc(NC(=O)CN(C)CC(=O)NCC2CCCCC2)cc1,8.9,-17.6,28.1,-11.7,-28.1,-5.8,3.7,-0.5,5.5,-1.8
COc1ccccc1NC(=O)COC(=O)Cc1cccs1,0.7,-13.4,24.2,-0.6,-24.2,-9.3,2.7,-3.1,1.1,-6.7
Cc1ccc(NC(=O)Cn2cc(S(=O)(=O)c3ccc(F)cc3)c(=O)c3cc(F)ccc32)cc1,·,-3.7,-11.8,-7.9,11.8,-4.7,1.8,1.2,-4.9,-3.3
Cc1ccc(CC(=O)NCCS(=O)c2ccc(C)cc2)cc1 (stereo unspecified),-5.4,-13.3,1.9,-3.2,-1.9,-5.3,3.5,1.1,-1.5,-0.7
N#Cc1nc(Cc2ccccc2)oc1N1CCC(C(N)=O)CC1,5.7,-12.6,8.1,5.5,-8.1,0.3,6.8,4.3,2.4,·
CC(C)(C)c1ccc(C(=O)N/C(N)=N/c2nc3ccccc3o2)cc1,-6.7,-2.0,6.2,-10.0,-6.2,4.8,9.7,-0.7,-2.4,·
Cc1ccc(S(=O)(=O)c2nc(-c3cccs3)oc2N2CCC(C(N)=O)CC2)cc1,-1.1,-15.7,29.5,-1.8,-29.5,-1.2,-2.0,-5.8,1.6,-2.8
COC(=O)COc1ccc(S(=O)(=O)N2CCN(c3ccccc3F)CC2)cc1,-2.1,-13.5,7.5,-2.0,-7.5,13.2,1.2,-2.0,6.6,·
O=C(O)CC1(CC(=O)Nc2ccc3c(c2)OCCCO3)CCCCC1,5.9,-2.1,-2.0,3.4,2.0,-19.1,4.4,0.8,6.8,24.9
CC1CN(C(c2ccco2)c2sc3ncnn3c2O)CC(C)O1 (stereo unspecified),·,-20.4,12.8,0.7,-12.8,0.0,-3.3,-1.5,1.2,-0.4
O=S(=O)(Nc1ccccc1)c1ccc(NS(=O)(=O)c2cccs2)cc1,0.2,0.2,·,4.2,·,7.6,-3.5,2.3,9.3*,0.5
Cc1coc(NC(=O)CSc2nc(-c3ccncc3)cc(C(F)(F)F)c2C#N)n1,4.7,-7.7,-57.5,10.0,57.5,-26.2,9.0,-0.3,-0.7,-16.3
O=C(Nc1ccccc1NC(=O)c1c(F)c(F)c(F)c(F)c1F)c1c(F)c(F)c(F)c(F)c1F,-9.7,-15.4,7.8,6.6,-7.8,-12.2,-1.6,0.2,0.2,-11.5
COCCNC(=O)c1onc(CSc2ccc(C(C)C)cc2)c1C(=O)O,6.2,-7.4,27.9,-15.8,-27.9,2.8,11.9,3.3,3.4,1.4
CCCc1cc(NC(=O)COC(=O)c2ccc(O)cc2O)n(-c2ccccc2)n1,-5.3,-7.9,-34.1,-9.2,34.1,-3.0,2.3,0.1,3.7,-1.5
CC(C)c1ccc(OCc2cccc(C(=O)N/N=C/c3cccnc3)c2)cc1,1.2,-7.9,10.6,-11.4,-10.6,2.7,-8.8,1.1,-3.3,15.4
COC(=O)CCC(=O)NC(=S)Nc1c(C)cccc1C,2.1,-15.3,9.9,-4.1,-9.9,-3.1,-1.0,-0.2,-1.2,0.2
CCOc1cc(C2C3=C(CC(C)(C)CC3=O)N(CCOC)C3=C2C(=O)CC(C)(C)C3)ccc1OC,·,-6.8,26.5,-5.7,-26.5,-18.8,-6.8,-3.2,-2.4,-1.0
O=C(Cn1nnc(-c2cccc(C(F)(F)F)c2)n1)NNS(=O)(=O)c1cccc(C(F)(F)F)c1,-0.1,5.2,1.5,-1.0,-1.5,3.3,9.0,-0.8,0.0,-0.9
Cc1ccc(OCC(=O)N2CCc3ccccc3C2)cc1,6.6,-4.1,18.0,2.4,-18.0,4.3,0.6,0.1,0.7,-1.6
O=C(OCC(O)C(O)COC(=O)c1ccccc1)c1ccccc1 (stereo unspecified),-0.3,2.9,11.2,-2.1,-8.3,0.1,1.6,0.7,2.3,-1.4
FC(F)(F)c1nnc2ccc(Sc3ccccn3)nn12,-0.3,14.1,18.9,-10.1,-18.9,·,0.4,1.7,-1.4,-5.7
COc1ccc(C(=O)Nc2ccc(C3=NNC(=O)CC3C)cc2NC(=O)c2ccc(OC)cc2)cc1 (stereo unspecified),0.1,-12.6,3.7,2.6,-3.7,-15.9,3.6,-0.1,-0.1,-0.1
COc1ccc(N2CCN(CC(O)c3c[nH]c4ccc(OC)cc34)CC2C)cc1 (stereo unspecified),2.5,-16.8,-7.3,0.6,7.3,-3.0,0.2,4.1,1.7,0.2
CC(CN1CCCCC1)C(=O)NN (stereo unspecified),0.0,-8.4,21.1,-4.2,-21.1,-5.2,2.1,2.5,7.4,-4.4
O=C(Cn1cnc2ccccc21)N/N=C/c1ccc([N+](=O)[O-])cc1,-4.2,-26.5,-10.3,-7.8,10.3,·,-5.1,-2.8,·,-6.3
O=C1N=NC2=C1c1c3ccccc3c(O)n1CC2,-13.5,6.5,5.7,-2.7,-5.7,5.2,-7.7,-0.3,-2.1,-0.6
CN(CC(=O)NCc1cccc(F)c1)C(=O)c1ccco1,-5.9,6.2,14.6,1.7,-14.6,15.8,0.0,0.1,-2.9,1.6
CC(=O)Oc1ccc(N(C(C)=O)S(=O)(=O)c2ccc(C)cc2C)c2ccccc12,·,-9.3,7.3,-10.3,-7.3,12.3,-4.7,0.3,2.7,-1.5
COc1ccc(/C(C)=N/Nc2nc3ccccc3nc2C)cc1,·,-10.3,0.1,-9.4,-0.1,6.3,0.8,0.5,-3.2,1.4
CC(C)n1cnc2c(NCc3ccccc3)cc(OCC3CCN(C)CC3)cc21,-31.0,-6.4,17.2,91.8*,-17.2,?,7.2,3.7,2.2,·
N/N=C(\c1ccccc1)c1cc(Cl)ccc1N,·,-6.3,·,-2.2,·,-4.1,0.9,0.2,0.9,-0.2
COC(=O)CSc1nc(SCc2ccccc2Cl)nc2c1CCCC2,-12.2,-11.7,9.2,-5.1,-9.2,13.5,5.8,0.2,-0.5,·
CC1=C(C(=O)OC2CCCCC2)C(c2ccc(O)cc2)NC(=O)N1 (stereo unspecified),3.7,-6.1,8.1,-3.9,-8.1,0.7,8.0,1.8,0.9,-1.5
Cc1cc(C)cc(OCC(=O)Nc2nonc2NC(=O)COc2cc(C)cc(C)c2)c1,-0.5,-18.7,-9.3,2.9,9.3,-15.6,-1.3,-2.6,-1.1,-1.3
CN1CCN(C(=O)CSc2nc3ccc(NC(=O)c4ccccc4F)cc3s2)CC1,25.4,-15.0,-27.9,-13.4,27.9,4.4,4.0,-0.2,1.9,9.1
O=c1cc(C(F)(F)F)[nH]c2c(OC(F)(F)F)cccc12,4.9,2.8,-9.2,-1.3,9.2,-5.4,-1.8,0.3,-2.6,-2.5
COCc1cc(=O)[nH]c(SCC(=O)c2ccccc2)n1,-16.9,-6.4,8.9,-9.8,-8.9,10.7,4.2,0.2,7.2,2.3
CC1CCCN(S(=O)(=O)c2cc(Cl)ccc2Cl)C1 (stereo unspecified),-11.7,-3.3,-22.0,-3.6,22.0,-3.8,-2.2,0.4,-4.9,·
CC1CCN(C(=S)c2ccc(N(C)C)cc2)CC1,2.7,3.3,-8.3,-2.2,8.3,6.0,5.8,-1.3,4.0,2.4
CCOC(=O)c1cnc2c(cnn2C)c1Oc1ccc(OC)cc1,-2.6,-11.3,-13.6,-15.0,13.6,-19.8,-0.1,-4.3,4.5,-0.9
CSc1ccc(/C=N/NC(=O)CN2CCN(Cc3ccc(C)cc3)CC2)cc1,8.5,-7.7,-8.7,-6.9,8.7,-4.9,2.6,0.3,1.8,·
CC(=O)c1cccc(NC(=O)Nc2c(C)nn(C)c2C)c1,·,-17.5,22.6,-1.3,-22.6,-5.5,4.2,-0.3,-0.7,0.2
O=C(N/N=C/c1c[nH]c2ccccc12)C1COc2ccccc2O1 (stereo unspecified),-23.4,-10.8,24.8,2.0,-24.8,2.3,4.2,-0.2,-0.7,-4.5
COc1ccc(OCC(=O)N/N=c2\oc3c(OC)cccc3cc2C(N)=O)cc1,-2.6,14.7,9.4,7.0,-9.4,-2.1,-0.6,-0.2,7.9,2.0
C=CCSc1nc2ccccc2n1S(=O)(=O)c1ccc(C)cc1,10.0,-16.5,5.7,-4.1,-5.7,-6.9,8.6,0.8,-2.9,·
Cn1nccc1C(=O)NC1CCCc2c1cnn2-c1cc(F)cc(F)c1 (stereo unspecified),9.5,1.7,-7.8,4.9,7.8,-4.2,-1.8,2.1,2.5,-0.2
COc1cc(/C=N/NC(=S)NC(C)C)ccc1OCC(=O)Nc1c(C)cc(C)cc1C,-27.9,-2.9,-32.0,29.1*,32.0,-4.2,-2.8,-1.4,4.4,·
COc1cc(C=NO)nc(-c2ccccn2)c1,·,-20.6,-4.0,-4.6,4.0,0.8,-5.2,0.2,1.2,-10.9
COc1cc(NC(=O)Cc2ccc(S(=O)(=O)N3CCOCC3)s2)c(OC)cc1Cl,-13.7,-3.7,-5.7,7.4,5.7,-2.0,3.1,-1.3,1.7,4.1
